TNAP inh Pi – human TNAP enzyme inhibitors, primary screen, biochemical, colorimetric, phosphate release readout; purified TNAP, pNPP, malachite green phosphate absorbance; AID 614, 2007; Alkaline phosphatase, tissue-nonspecific isozyme (Homo sapiens), P05186; 21,000 tested, under 10 active; inhibition, % at 20 µM
TNAP pNPP inh – human TNAP enzyme inhibitors, primary screen, biochemical, colorimetric, p-nitrophenol readout | 21,000 tested, under 10 active | purified TNAP, pNPP hydrolysis, absorbance 405 nm | inhibition, % at 20 µM;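 also: 0% = DMSO only wells and 100% = 1 mM levamisole wells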
* hit, by the source's call.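 The calls were made as follows: active = inhibition above 50% at the 20 µM single-dose screen; inactive = the rest.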 This is a subset; the hit share may differ from the screen's.

SMILES	TNAP inh Pi	TNAP pNPP inh
CC[C@@H]1C(=O)OC[C@@H]1Cc1cncn1C	1	-6
